CatB mix inh: human cathepsin B inhibition by mixtures | inhibition, %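 (ten-compound pools at 5 µM per compound and 50 µM total)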 | Purified cathepsin B, AMC dipeptide fluorescence, compound mixtures | P07858 | 0.06% of 62,000 active; in the data active = inhibition above about 22%, passing the limit was not always enough; inconclusive = no clear call, values can overlap the other calls;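 note: 0% = enzyme without compound and 100% = no enzyme blank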
CatL block: inhibitors of human cathepsin L; P07711; purified cathepsin L, fluorogenic substrate, fluorescence; inhibition, %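 (tested at 10 µM)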; 0.17% of 58,000 active; in the data active = inhibition above about 45%;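 note: 0% = enzyme with no compound and 100% = no enzyme blank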
Target sequence (P07711 114-288 limits assumed): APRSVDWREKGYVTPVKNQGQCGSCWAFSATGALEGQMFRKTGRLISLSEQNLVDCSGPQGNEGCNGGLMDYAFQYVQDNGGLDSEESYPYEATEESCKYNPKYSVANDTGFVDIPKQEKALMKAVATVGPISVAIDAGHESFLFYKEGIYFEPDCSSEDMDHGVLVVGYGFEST
Target sequence (P07711 292-333 limits assumed): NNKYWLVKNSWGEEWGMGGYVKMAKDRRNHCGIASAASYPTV
CatG inh: blocks human cathepsin G enzyme activity; P08311; purified enzyme, AMC-tetrapeptide fluorescence, pooled mixtures; inhibition, % at 5 µM (by protocol); 0.2% of 62,000 active; AID 581;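 active = inhibition above 20% in each of the two mixture wells holding the compound; inactive = inhibition of 20% or less in either well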;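 note: 0% = enzyme control without mixture and 100% = blank lacking enzyme; strong numbers were not always called active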
FXIIa inh mix: factor XIIa (human) inhibition, mixture screen; P00748; purified FXIIa, fluorogenic substrate, pooled mixtures; inhibition, % at 5 µM; 0.2% of 62,000 active; AID 684;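 note: 0% = enzyme without compound and 100% = no enzyme blank; some results filed as inactive read as strong as hits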
CatS block: human cathepsin S inhibition. 0.06% of 62,000 active. inhibition, %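 (tested at 5 µM per compound within 10-compound mixtures)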. recombinant cathepsin S, AMC dipeptide fluorescence, pooled mixtures. AID 501. P25774; in the data active = inhibition above about 32%, passing the limit was not always enough; inconclusive = no clear call, values can overlap the other calls;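 note: 0% = enzyme without compound and 100% = blank without enzyme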
A340 absorber: compounds absorbing at 340 nm | compound absorbance at 340 nm, fold over control | fold change at 10 µM | 65,000 tested, under 10 active;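 active = at 10 µM dose, initial 340 nm absorbance at least 2 fold that of control wells; inactive = change under 2 fold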;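 note: initial absorbance extrapolated from kinetic A340 decline of NADH oxidation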
FXIa mix inh: inhibitors of human coagulation factor XIa, pooled mixtures; P03951; purified FXIa, fluorogenic substrate; inhibition, % at 5 µM; 0.19% of 62,000 active;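 note: each value is inhibition by a whole ten-compound pool holding the compound; 0% = enzyme with no mixture and 100% = wells lacking enzyme; strong numbers were not always called active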
C1s block: blocks human complement C1s protease activity; purified C1s, fluorogenic AMC substrate, pooled mixtures; 0.16% of 62,000 active; mean inhibition % of two 10-compound mixtures (active compounds read high), % at 5 µM (by protocol);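 active = inhibition above 20% in each of the two 10-compound mixture wells holding the compound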;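 note: 0% = enzyme wells lacking compound mixture and 100% = no-enzyme blank wells; some compounds called inactive have numbers as strong as hits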
Target sequence (P09871 16-437 limits assumed): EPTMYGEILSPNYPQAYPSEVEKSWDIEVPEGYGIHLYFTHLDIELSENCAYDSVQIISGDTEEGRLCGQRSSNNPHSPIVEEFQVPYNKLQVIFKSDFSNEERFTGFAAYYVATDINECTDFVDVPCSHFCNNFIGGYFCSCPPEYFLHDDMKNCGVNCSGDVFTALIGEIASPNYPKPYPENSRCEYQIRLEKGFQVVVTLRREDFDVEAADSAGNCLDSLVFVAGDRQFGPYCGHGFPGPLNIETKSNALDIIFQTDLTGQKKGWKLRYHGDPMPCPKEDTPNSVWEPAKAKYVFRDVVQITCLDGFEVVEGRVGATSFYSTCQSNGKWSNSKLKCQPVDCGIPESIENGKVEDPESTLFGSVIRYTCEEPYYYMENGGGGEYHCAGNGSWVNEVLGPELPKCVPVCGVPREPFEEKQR
Target sequence (P09871 438-688 limits assumed): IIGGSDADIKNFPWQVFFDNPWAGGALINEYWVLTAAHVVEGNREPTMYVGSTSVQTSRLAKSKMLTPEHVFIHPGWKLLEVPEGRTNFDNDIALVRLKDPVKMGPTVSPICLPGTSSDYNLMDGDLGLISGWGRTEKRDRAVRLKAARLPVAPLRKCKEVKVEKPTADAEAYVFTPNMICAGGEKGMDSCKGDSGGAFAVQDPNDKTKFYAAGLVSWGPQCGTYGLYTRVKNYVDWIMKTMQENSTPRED
CatB block: blocks human cathepsin B protease activity. P07858. purified cathepsin B, fluorogenic substrate, fluorescence. inhibition, %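 (tested at 10 µM)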. 0.1% of 63,000 active. AID 453; in the data active = inhibition above about 21%;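 note: 0% = enzyme with no compound and 100% = no enzyme blank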
* = called active by the depositor; ? = inconclusive; · = not tested or not shown. Cut-off read from the data, not from the text of the source, unless noted: active = inhibition above about 20% (passing the limit was not always enough); inactive = the rest. The list is partial; the hit share may differ from the screen's.

Every second line gives: CatB mix inh | CatL block | CatG inh | FXIIa inh mix | CatS block | A340 absorber | FXIa mix inh | C1s block | CatB block
> O=C(NC(Cc1ccccc1)C(=O)O)OCc1ccccc1 (stereo not given)
  3 | -4 | 0 | -4 | -3 | 1 | -5 | -20 | -3
> Cc1cc(N=Cc2cc(Br)ccc2O)no1
  8 | 0 | 3 | -14 | 7 | 1 | 7 | 5 | ·
> CCOc1ccc(C(=O)NCCCN(CC)CC)cc1
  -4 | 12 | 0 | -19 | -11 | 1 | 1 | -15 | -4
> c1ccc(OCc2nn3c(-c4n[nH]c5c4CCC5)nnc3s2)cc1
  -7 | · | 8 | 10 | -5 | 1 | -1 | 3 | 1
> Cc1csc(SCC(=O)Nc2ccc(S(=O)(=O)N3CCCC3)cc2)n1
  0 | 2 | 4 | -11 | -5 | 1 | 2 | -12 | -1
> CCCCOC(=O)C(C)Nc1n[nH]c(=O)[nH]c1=O (stereo not given)
  -1 | 5 | 8 | 1 | 5 | 0.99 | -1 | 1 | 5
> O=C(NCc1ccc(N2CCCC2=O)cc1)c1cn(Cc2ccccc2)nn1
  12 | 8 | -17 | 7 | 10 | 0.96 | -9 | -22 | 2
> Cc1noc(C)c1S(=O)(=O)Nc1c(C)n(C)n(-c2ccccc2)c1=O
  -25 | 3 | -40 | -1 | -49 | 1 | -71 | -72 | 4
> COc1ccc(C2C=C(c3ccccc3)Nc3nnnn32)cc1 (stereo not given)
  -2 | · | -4 | 10 | 3 | 1.1 | 4 | -8 | 1
> COc1cccc2cc(C(=O)N3CCN(C/C=C/c4ccccc4)CC3)c(=O)oc12
  -1 | 19 | -3 | 2 | 3 | 1.1 | 3 | -55 | 4
> Cc1ccc(-c2noc(CCC(=O)Nc3ccc4c(c3)OCO4)n2)cc1
  2 | 8 | 5 | 1 | -2 | 0.99 | 3 | -23 | 2
> CCOC(=O)C1=C(N)Oc2cc(O)ccc2C1c1cccnc1 (stereo not given)
  7 | 26 | 12 | 6 | 6 | 1 | 5 | 16 | 0
> Cc1ccc(F)cc1NC(=O)C1CCN(c2cnccn2)CC1
  6 | · | 14 | -1 | 19 | 1 | 2 | 14 | 0
> COc1cccc(CNCCSc2nnnn2C)c1
  2 | -7 | 14 | 9 | ? | 1 | 8 | 13 | 6
> Cn1c(Cn2c(=O)sc3ccccc32)nnc1SCC(=O)Nc1cccc(F)c1
  7 | 12 | 3 | 7 | 19 | 1 | 6 | 0 | 2
> N#CCSc1nc2ccc(N3CCCCC3)cc2c(=O)n1Cc1ccccc1
  4 | -16 | 6 | 6 | -1 | 1.1 | 9 | -1 | 0
> COc1ccc2ccccc2c1/C=N/O
  4 | 1 | -3 | 7 | -5 | 1.1 | 6 | 9 | -2
> O=S(=O)(NCc1ccccn1)c1ccc2c(c1)OCCO2
  -10 | -4 | 4 | -1 | -6 | 1 | -5 | -7 | 3
> O=C(c1ccco1)N1CCN(CCCCN2C(=O)c3ccccc3C2=O)CC1
  3 | -2 | 11 | 13 | 9 | 0.99 | 3 | 19 | 0
> CCC(C(=O)NC1CCCCC1)N(CC1CCCO1)C(=O)CNS(=O)(=O)c1ccc(OC)cc1 (stereo not given)
  5 | 6 | 14 | 5 | 7 | 0.97 | 2 | 14 | 5
> Cc1nn(-c2ccccc2)c(N2CCCCC2)c1/C=N/O
  1 | · | 9 | 14 | 7 | 1.1 | 3 | 4 | 2
> O=C(NCc1ccco1)N1c2ccccc2Sc2ccccc21
  2 | · | -3 | 7 | 5 | 1 | 4 | -2 | -3
> COC(=O)C1=C(C)NC(C)=C(C(=O)OC)C1c1ccccn1
  0 | 4 | 9 | 35 | -2 | 1.1 | 10 | 12 | 7
> CC1(C)CC(=O)C2=C(C1)OC(c1cccs1)C(C#N)=C2N (stereo not given)
  5 | -1 | 9 | 3 | 1 | 1 | 9 | 12 | 1
> CCN(CC)C(=O)CSc1nnc(CCN)o1
  2 | 8 | 3 | -19 | -1 | 0.98 | 4 | 9 | 3
> CC(C)(C)NS(=O)(=O)c1ccc(CCC(=O)O)cc1
  4 | 1 | 5 | 9 | -3 | 1 | 2 | 30 | -2
> COc1ccc(Cc2nc(-c3ccc(-n4cccc4)cc3)no2)cc1
  5 | 5 | 9 | 0 | 20 | 1 | 6 | 15 | 1
> COc1cccc2[nH]c3c(N4CCC(C(N)=O)CC4)ncnc3c12
  -2 | -37 | -6 | 7 | -11 | 1.1 | -8 | -101 | -1
> Cc1cc(=O)[nH]c(SCC(=O)Nc2nc(-c3ccccc3)cs2)n1
  -1 | -1 | 0 | -13 | -4 | 1 | 6 | 1 | 0
> COCCN1Cc2cccc(C(=O)Nc3cccc(OC)c3)c2C1=O
  -2 | 15 | 31 | 6 | 4 | 1 | 1 | 18 | 1
> O=S(=O)(c1cc(Cl)ccc1Br)N1CCOCC1
  4 | 10 | 8 | 5 | 3 | 0.98 | 8 | 19 | -3
> CCC1(C)Cc2ccccc2/C(=C/C(=O)N2CCCCC2)N1 (stereo not given)
  5 | -4 | 10 | 8 | -8 | 1.1 | 0 | -4 | -2
> O=C(CN1CCC(n2nnc3cc(F)ccc32)CC1)N1CCc2ccccc2C1
  1 | 11 | 10 | 7 | -13 | 1 | 7 | 13 | 6
> CC12CCC(C(=O)N3CCCCC3)(CC1=O)C2(C)C (stereo not given)
  5 | 10 | 3 | -20 | -5 | 1.1 | 6 | 14 | -3
> O/N=C1/CC/C(=N\O)c2nn(-c3ccccc3)nc21
  -2 | · | 0 | 3 | -5 | 1.1 | 4 | 4 | ·
> CC(C)NC(=O)CSc1nc2ccccc2n1-c1ccccc1
  8 | 1 | -8 | -17 | 19 | 1 | 8 | -15 | 11
> O=C(C1CCN(S(=O)(=O)c2cnc[nH]2)CC1)N1CCN(c2ncccn2)CC1
  2 | 7 | 12 | -21 | 6 | 0.98 | 14 | 11 | 4
> COC(=O)c1cn(-c2ccccc2)nc1C(=O)OC
  -11 | 1 | 3 | -3 | -10 | 0.97 | -14 | -51 | 2
> COc1cccc(C(=O)Nc2ccc(N(C)C)cc2)c1OC
  -9 | 2 | -18 | -1 | -10 | 1 | -17 | -73 | -1
> COc1ccc(F)cc1CN1CCN(C(=O)CCC(=O)Nc2nnc(C(C)C)s2)CC1
  1 | -5 | 11 | 0 | -2 | 1 | 4 | 1 | -2
> COc1ccc(CNC(=O)Nc2ccc(C)cc2)cc1
  3 | 3 | 9 | 1 | -5 | 1 | -2 | 2 | 10
> CC(=O)N=c1ncn(CC(COC(C)=O)OC(C)=O)c2nc[nH]c12 (stereo not given)
  2 | -2 | 8 | 3 | 1 | 0.99 | -1 | 11 | 3
> CCc1cccc2c(C#N)cn(CCOc3ccccc3OC)c12
  0 | -4 | 10 | 14 | -10 | 1 | 8 | 9 | -2
> COc1ccccc1NS(=O)(=O)c1ccc(C)c(C(N)=O)c1
  -1 | 2 | 2 | 4 | -2 | 1.1 | 14 | -18 | 5
> CCOC(=O)c1cnn(-c2ncnc3c2oc2ccccc23)c1N
  4 | 8 | 9 | 11 | -11 | 1 | 10 | 15 | 1
> Cc1ccc(C(=O)OCC(=O)N2CC(=O)Nc3ccccc32)s1
  -5 | 2 | 4 | 2 | -2 | 1 | 1 | -1 | 3
> Cn1cnnc1SCC(=O)Nc1sc2c(c1C(N)=O)CCC2
  -1 | -1 | -4 | 4 | -5 | 1.1 | 7 | -10 | 1
> COc1nc(N)nc(NC23CC4CC(CC(C4)C2)C3)n1
  1 | -3 | -2 | 6 | -4 | 1 | 5 | -1 | 0
> Cc1ccccc1Cn1cnc2c(nnn2Cc2ccc(F)cc2)c1=O
  3 | 3 | 39 | -16 | -4 | 0.96 | 6 | 13 | -4
> CCCC(c1nnnn1C(C)(C)CC)N(Cc1ccco1)Cc1cc2ccc(OC)cc2[nH]c1=O (stereo not given)
  4 | 1 | 8 | 2 | -9 | 1 | 5 | -14 | 4
> COC(=O)c1ccccc1NC(=O)c1sc(N)nc1C
  1 | 18 | 6 | 3 | 2 | 1.1 | -1 | 0 | 1
> COc1ccc2c(c1)C(NC(C)=O)C(=O)N2C (stereo not given)
  2 | -4 | 9 | -2 | 3 | 1 | 7 | 10 | -1
> Cc1nn(-c2ccccc2)c(C)c1C(=O)OCC(=O)N1CCN(S(=O)(=O)c2ccccc2)CC1
  2 | 6 | 5 | 2 | -2 | 1 | -5 | -5 | 4
> CCS(=O)(=O)Nc1ccc(C(=O)OC)cc1
  8 | · | -11 | 9 | 10 | 1 | 1 | -12 | 5
> CCCc1[nH]nc2c1C(C1CCCCC1)C(C#N)=C(N)O2 (stereo not given)
  7 | · | 11 | 6 | 3 | 1 | 8 | 12 | 5
> O=C(Nc1ccc(Cl)c(C(F)(F)F)c1)N1CCCC(O)C1 (stereo not given)
  5 | -5 | 10 | 1 | -1 | 0.99 | 9 | 15 | 3

Part of the list above in order of molar mass, rising:
Every second line gives: CatB mix inh | CatL block | CatG inh | FXIIa inh mix | CatS block | A340 absorber | FXIa mix inh | C1s block | CatB block
> COc1ccc2c(c1)C(NC(C)=O)C(=O)N2C (stereo not given)
  2 | -4 | 9 | -2 | 3 | 1 | 7 | 10 | -1
> CCS(=O)(=O)Nc1ccc(C(=O)OC)cc1
  8 | · | -11 | 9 | 10 | 1 | 1 | -12 | 5
> O/N=C1/CC/C(=N\O)c2nn(-c3ccccc3)nc21
  -2 | · | 0 | 3 | -5 | 1.1 | 4 | 4 | ·
> COC(=O)c1cn(-c2ccccc2)nc1C(=O)OC
  -11 | 1 | 3 | -3 | -10 | 0.97 | -14 | -51 | 2
> CC12CCC(C(=O)N3CCCCC3)(CC1=O)C2(C)C (stereo not given)
  5 | 10 | 3 | -20 | -5 | 1.1 | 6 | 14 | -3
> COc1ccc(CNC(=O)Nc2ccc(C)cc2)cc1
  3 | 3 | 9 | 1 | -5 | 1 | -2 | 2 | 10
> COc1nc(N)nc(NC23CC4CC(CC(C4)C2)C3)n1
  1 | -3 | -2 | 6 | -4 | 1 | 5 | -1 | 0
> CCCc1[nH]nc2c1C(C1CCCCC1)C(C#N)=C(N)O2 (stereo not given)
  7 | · | 11 | 6 | 3 | 1 | 8 | 12 | 5
> COc1cccc(C(=O)Nc2ccc(N(C)C)cc2)c1OC
  -9 | 2 | -18 | -1 | -10 | 1 | -17 | -73 | -1
> COc1ccccc1NS(=O)(=O)c1ccc(C)c(C(N)=O)c1
  -1 | 2 | 2 | 4 | -2 | 1.1 | 14 | -18 | 5
> CCOC(=O)c1cnn(-c2ncnc3c2oc2ccccc23)c1N
  4 | 8 | 9 | 11 | -11 | 1 | 10 | 15 | 1
> Cc1ccc(C(=O)OCC(=O)N2CC(=O)Nc3ccccc32)s1
  -5 | 2 | 4 | 2 | -2 | 1 | 1 | -1 | 3
> CC(=O)N=c1ncn(CC(COC(C)=O)OC(C)=O)c2nc[nH]c12 (stereo not given)
  2 | -2 | 8 | 3 | 1 | 0.99 | -1 | 11 | 3
> Cc1ccccc1Cn1cnc2c(nnn2Cc2ccc(F)cc2)c1=O
  3 | 3 | 39 | -16 | -4 | 0.96 | 6 | 13 | -4
> O=C(CN1CCC(n2nnc3cc(F)ccc32)CC1)N1CCc2ccccc2C1
  1 | 11 | 10 | 7 | -13 | 1 | 7 | 13 | 6
> O=C(C1CCN(S(=O)(=O)c2cnc[nH]2)CC1)N1CCN(c2ncccn2)CC1
  2 | 7 | 12 | -21 | 6 | 0.98 | 14 | 11 | 4
> CCCC(c1nnnn1C(C)(C)CC)N(Cc1ccco1)Cc1cc2ccc(OC)cc2[nH]c1=O (stereo not given)
  4 | 1 | 8 | 2 | -9 | 1 | 5 | -14 | 4
> Cc1nn(-c2ccccc2)c(C)c1C(=O)OCC(=O)N1CCN(S(=O)(=O)c2ccccc2)CC1
  2 | 6 | 5 | 2 | -2 | 1 | -5 | -5 | 4
